Screening results deposited in PubChem BioAssay by several laboratories.
PLCb3 inh = inhibitors of human phospholipase C beta3; Purified PLC-beta3, fluorogenic substrate, fluorescence; inhibition, % at 12.2 µM; Q01970; AID 720704; 0.18% of 370,000 active; in the data active means inhibition above about 11%;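 further: 0% = median of compound wells on plate and 100% = full blocker control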
MBD2 DNA inh = inhibitors of human MBD2 binding to methylated oligonucleotide; Q9UBB5; 0.31% of 370,000 active; inhibition, % at 4.4 µM; TR-FRET; in the data active means inhibition above about 13%
Target sequence (Q9UBB5 whole entry, looked up): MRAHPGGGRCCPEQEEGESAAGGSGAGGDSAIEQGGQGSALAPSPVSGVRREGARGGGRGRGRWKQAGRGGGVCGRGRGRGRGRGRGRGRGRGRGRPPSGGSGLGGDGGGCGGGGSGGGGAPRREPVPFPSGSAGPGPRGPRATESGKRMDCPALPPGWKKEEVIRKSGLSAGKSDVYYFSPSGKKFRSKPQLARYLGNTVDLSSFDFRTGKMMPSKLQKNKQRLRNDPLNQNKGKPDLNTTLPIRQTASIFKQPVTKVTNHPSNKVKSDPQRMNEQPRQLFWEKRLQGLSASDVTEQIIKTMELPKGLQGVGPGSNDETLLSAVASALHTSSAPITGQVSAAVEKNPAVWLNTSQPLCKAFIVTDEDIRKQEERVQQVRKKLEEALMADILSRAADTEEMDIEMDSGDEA
NR1D1 modulator = modulates human Rev-erb alpha binding to DNA; P20393; Rev-erbα–FITC-DNA binding, fluorescence polarization, 90 min; activity, % at 10 µM; 0.79% of 370,000 active;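 active means activity above about 14%, limit read from the data; passing the limit was not always enough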;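 further: 0% = DMSO wells with 35 nM protein and 100% = DMSO wells with 750 nM protein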
ssDAF-12 act = activators of S. stercoralis DAF-12 nuclear receptor | HEK293 ssDAF-12/GRIP1 lit1-tk-luc reporter, luminescence; % of 3 µM dafachronic acid response | activation, % at 6.8 µM | 1% of 370,000 active;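 active means activation above the mean over all tested compounds plus 3 SD, cut at about 0.9% in these data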;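 further: 0% = DMSO-only wells and 100% = 3 µM delta7-dafachronic acid wells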
ADAM17 inh = inhibits human ADAM17; recombinant ADAM17, EDANS/DABCYL FRET peptide cleavage; inhibition, % at 6.95 µM; 0.83% of 370,000 active; AID 720648;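 active means inhibition above the mean of compounds lying between control limits plus 3 SD, set per campaign, cut at about 8.5% in these data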;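 further: 0% = DMSO-only wells as the low control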
DAX1 inh-1 = inhibits human nuclear receptor DAX1 | P51843 | HEK293 Gal4-DAX1 luciferase reporter, luminescence | inhibition, % at 6.75 µM | 0.99% of 340,000 active | AID 504766;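 active means inhibition above the mean over all tested compounds plus 3 SD, cut at about 4.2% in these data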;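 further: 0% = DAX1-transfected cells with DMSO and 100% = empty-vector control cells with DMSO; inhibition shows as a rise in luminescence from relieved DAX1 repression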
Target sequence (P51843 207-470 limits assumed): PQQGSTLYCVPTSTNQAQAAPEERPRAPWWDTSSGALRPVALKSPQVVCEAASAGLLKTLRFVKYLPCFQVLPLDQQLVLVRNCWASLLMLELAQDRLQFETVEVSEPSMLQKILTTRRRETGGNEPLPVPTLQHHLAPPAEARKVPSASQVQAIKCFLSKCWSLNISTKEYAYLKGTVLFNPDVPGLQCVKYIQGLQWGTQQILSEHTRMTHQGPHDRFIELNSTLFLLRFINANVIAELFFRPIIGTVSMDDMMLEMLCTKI
hcDAF12 agonist = activators of H. contortus DAF-12 nuclear receptor; HEK293 hcDAF-12 lit1-tk-luc reporter, luminescence; 0% DMSO, 100% Δ7-dafachronic acid; activation, % at 6.8 µM; 1.4% of 370,000 active; AID 652067;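 active means activation above the mean of all tested compounds plus 3 SD, cut at about 5.5% in these data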;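 further: 100% = response to 3 µM Δ7-dafachronic acid high control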
hgDAF12 agonist = activates the H. glycines DAF-12 receptor ligand-binding domain | HEK293 GAL4-hgDAF12 UAS-luciferase reporter, agonist luminescence; normalized to butyrate control | activation, % at 6.8 µM | 1.8% of 370,000 active;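 active means activation above a cutoff set at the mean of all screened compounds plus 3 SD, cut at about 10% in these data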;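 further: 0% = DMSO wells and 100% = sodium butyrate wells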
DAX1 inh-2 = DAX1 (NR0B1) inhibition, primary screen; HEK293T StAR-luciferase reporter, SF-1/DAX-1 repression relief; inhibition, % at 6.8 µM; 1.1% of 370,000 active; AID 652010;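 active means inhibition above the mean over all tested compounds plus 3 SD, cut at about 3.6% in these data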;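 further: 0% = DAX-1 cells with DMSO and 100% = cells lacking DAX-1 with DMSO; higher inhibition means more luminescence from relief of DAX-1 repression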
SMARCA2 activ = activators of SMARCA2 function; MG213 cells, MMTV-luciferase reporter, dexamethasone, overnight; 1% of 370,000 active; activation, % at 9.1 µM; in the data active means activation above about 7.8%;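 further: 0% = vehicle wells and 100% = reference activator wells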
PLC-gamma1 inh = blocks human PLC-gamma1 enzyme activity | 0.84% of 370,000 active | inhibition, % at 12.2 µM | purified PLC-gamma1, fluorogenic substrate, fluorescence | P19174 | AID 720700; in the data active means inhibition above about 9.5%
Active calls of the source: *; · = not tested or not shown.

1. Cc1ccc(C(C(=O)NC(C)(C)C)N(Cc2ccco2)C(=O)Cn2nnc(-c3cccs3)n2)cc1 (stereo not drawn)
2. CC(C)NC(=O)Cn1c(SCC(=O)NC2CCCC2)nc2ccccc21
3. CCOC(=O)NN1C(=O)c2ccccc2NC1c1ccc(OC)cc1OC (stereo not drawn)
4. Cc1cccc(-c2nc3c(c(SCC(N)=O)n2)CCCC3)c1
5. COc1ccc2nc3n(c(=O)c2c1)-c1cc2ccccc2cc1C(=O)NC3Cc1ccccc1 (stereo not drawn)
6. COc1ccc(Nc2cc(C(=O)NCCCN3CCOCC3)c3ccccc3n2)cc1OC
7. C=CCn1c2ccccc2c2n[nH]c(=S)nc21
8. CCCCCn1c(-c2ccco2)nc2nc3ccccc3nc21
9. O=c1[nH]ncc(N2CCCCC2)c1Cl
10. CC1CCCN(c2c([N+](=O)[O-])c(=O)oc3ccccc23)C1 (stereo not drawn)

entry no.	1	2	3	4	5	6	7	8	9	10
PLCb3 inh	2	-10	-424	-2	-28	1	-11	-142	1	1
MBD2 DNA inh	2	5	2	4	6	-2	-1	-2	-2	-1
NR1D1 modulator	-41	0	1	3	1	0	2	1	1	-1
ssDAF-12 act	-1.1	-1.1	-0.6	-1.3	-1.7	-1.2	-0.8	-0.8	-0.9	-1.0
ADAM17 inh	-1	-3	-221	6	1	-3	-4	-221	1	-1
DAX1 inh-1	0.2	0.8	0.6	-0.1	-1.0	-0.6	-0.7	-0.4	1.2	0.8
hcDAF12 agonist	-1.5	-1.2	-1.9	-0.7	-0.7	-1.5	-1.0	-1.5	2.5	-0.3
hgDAF12 agonist	-0.8	-1.5	2.3	-0.9	-0.6	1.3	-2.3	-2.4	-2.1	0.6
DAX1 inh-2	-0.6	-0.1	-0.1	0.5	-5.3	-0.3	-0.3	0.1	0.3	0.1
SMARCA2 activ	-3	0	2	1	-6	9.8*	-2	1	1	-1
PLC-gamma1 inh	2	-1	-346	1	-19	-1	0	-119	3	2

11. COc1ccc2nc3c(c(-c4ccccc4)c2c1)CCC3
12. O=C(COC(=O)c1ccc(O)cc1O)NC1CC1
13. CC(C)[C@@H]1CC[C@@H](C)C[C@H]1OC(=O)C[n+]1cc(-c2ccc(Cl)cc2)n2c1CCCCC2
14. Cc1cc(C)c(S(=O)(=O)N2CCN(c3ccc([N+](=O)[O-])c(-n4nc(C)cc4C)c3)CC2)c(C)c1
15. COc1ccc(CNC(=O)C2CCCN2S(=O)(=O)c2ccc(Cl)cc2)cc1 (stereo not drawn)
16. Nc1nc(SCC(=O)NCCCO)nc2sc3c(c12)CCC3
17. Cc1ccccc1OCC(=O)Nc1ccc2c(c1)OCCO2
18. O=C(Cn1nc(Cc2cccnc2)c2ccccc2c1=O)N1CCN(c2ccccn2)CC1
19. COc1ccccc1C(=O)ON=C1c2ccccc2-c2ccccc21
20. CCOC(=O)C1=CCN(S(C)(=O)=O)C1c1ccc(C)cc1 (stereo not drawn)

entry no.	11	12	13	14	15	16	17	18	19	20
PLCb3 inh	-46	-3	-3	5	0	1	-7	1	-28	2
MBD2 DNA inh	0	-1	-5	-7	2	-3	2	-6	2	-3
NR1D1 modulator	1	4	-1	5	-1	-2	0	-1	6	1
ssDAF-12 act	-1.8	-1.2	-1.0	-1.7	-1.0	-1.2	-0.7	-1.1	-0.4	-1.7
ADAM17 inh	-34	-4	1	4	-25	-4	-5	-2	5	-2
DAX1 inh-1	0.1	0.4	-0.3	0.5	-1.5	0.3	8.2*	0.5	-0.7	·
hcDAF12 agonist	0.6	-1.1	-1.2	-1.1	-1.5	1.6	0.9	1.3	0.6	1.6
hgDAF12 agonist	3.7	3.4	-7.3	-0.6	-0.8	-0.8	13*	2.3	-1.4	2.3
DAX1 inh-2	-0.3	1.6	-1.2	0.2	-1.1	0.0	2.8	0.3	0.1	-2.0
SMARCA2 activ	1	-3	-5	-4	-1	-2	2	4	4	-2
PLC-gamma1 inh	-24	0	12*	7	1	1	2	2	-17	0

Compound profiles, from the list above:
`CC(C)[C@@H]1CC[C@@H](C)C[C@H]1OC(=O)C[n+]1cc(-c2ccc(Cl)cc2)n2c1CCCCC2` is listed as PLCb3 inh = -3; MBD2 DNA inh = -5; NR1D1 modulator = -1; ssDAF-12 act = -1.0; ADAM17 inh = 1; DAX1 inh-1 = -0.3; hcDAF12 agonist = -1.2; hgDAF12 agonist = -7.3; DAX1 inh-2 = -1.2; SMARCA2 activ = -5; PLC-gamma1 inh = 12*
`Nc1nc(SCC(=O)NCCCO)nc2sc3c(c12)CCC3` is listed as PLCb3 inh = 1; MBD2 DNA inh = -3; NR1D1 modulator = -2; ssDAF-12 act = -1.2; ADAM17 inh = -4; DAX1 inh-1 = 0.3; hcDAF12 agonist = 1.6; hgDAF12 agonist = -0.8; DAX1 inh-2 = 0.0; SMARCA2 activ = -2; PLC-gamma1 inh = 1

(continued)
21. COc1ccc(CCN(C)C(=O)CN2C(=O)NC3(CCCc4ccccc43)C2=O)cc1OC (stereo not drawn)
22. CC(C)c1cc(C(N)=O)c(NC(=O)c2cccc(COc3ccc(Br)cc3)c2)s1
23. CCCCc1ccc(NC(=S)N2CCN(c3ncccn3)CC2)cc1
24. O=C(N/C(=C\c1cccc([N+](=O)[O-])c1)C(=O)N1CCOCC1)c1ccco1
25. Clc1ccc(CSc2nnc(-c3c[nH]c4ccccc34)o2)cc1
26. Cc1ccccc1NC(=S)N(CCCN1CCOCC1)Cc1cccs1
27. O=S(=O)(NCc1cccnc1)c1cccc2cccnc12
28. CC(=O)Nc1cccc(N(C)S(C)(=O)=O)c1
29. O=[N+]([O-])c1ncn(Cc2c(Cl)cccc2Cl)n1
30. O=C(OCC12CC3CC(CC(C3)C1)C2)c1ccc(NCc2cc(O)ccc2O)cc1

entry no.	21	22	23	24	25	26	27	28	29	30
PLCb3 inh	-4	-309	0	-1	-4	6	4	3	3	-4
MBD2 DNA inh	-1	3	-1	-4	1	1	2	0	-1	-7
NR1D1 modulator	-1	-1	-5	4	3	-2	-3	7	6	0
ssDAF-12 act	-0.8	-0.6	-1.0	-0.6	-1.1	-0.5	-1.8	-1.1	0.2	-2.0
ADAM17 inh	8	-6	-7	-1	-3	0	-3	6	2	7
DAX1 inh-1	0.5	0.2	-1.9	-1.1	-0.2	-0.9	1.0	0.2	-0.6	-3.0
hcDAF12 agonist	-1.1	2.9	2.2	0.4	0.7	-2.0	0.4	0.8	-0.9	-4.4
hgDAF12 agonist	-1.2	17*	-2.2	-2.5	1.1	1.0	0.0	2.7	-1.4	-15
DAX1 inh-2	2.2	2.4	-0.7	0.2	0.0	-0.2	0.9	-0.1	-0.1	-3.4
SMARCA2 activ	-4	2	-3	0	-2	-1	0	-4	-1	-11
PLC-gamma1 inh	12*	-211	1	1	-2	0	1	4	-1	-4

31. CC1OC(Oc2c(-c3cc(O)c(O)c(O)c3)oc3cc(O)cc(O)c3c2=O)C(O)C(O)C1O (stereo not drawn)
32. O=C(O)CC1(CC(=O)NCc2cccc(Cl)c2)CCCCC1
33. Cc1ccc(C(=O)CSc2nnc(-c3cccnc3)n2N)cc1
34. CCCCN=C1NC(=O)C(CC(=O)NCCc2ccc(OC)cc2)S1 (stereo not drawn)
35. Cc1cc([N+](=O)[O-])nn1CC(=O)N/N=C/c1ccccc1F
36. CCCCCC(=O)NC(=S)Nc1cccc(C(C)=O)c1
37. CC(C)c1ccc(NC(=S)NC2CC3C=CC2C3)cc1 (stereo not drawn)
38. Cc1ccc(OC(C)C(=O)Nc2ccccc2C(=O)N2CCN(C)CC2)cc1 (stereo not drawn)
39. CC(C)(C)c1ccc(C(=O)NNC(=O)c2ccc(Cl)cc2)cc1
40. Cc1noc(C(=O)Nc2c(C)nn(Cc3ccccc3)c2C)c1Cl

entry no.	31	32	33	34	35	36	37	38	39	40
PLCb3 inh	5	-4	1	-2	-4	2	-2	-2	0	0
MBD2 DNA inh	3	-1	5	-2	-6	-3	0	0	-4	-3
NR1D1 modulator	-7	6	0	-5	-2	-2	1	-5	3	2
ssDAF-12 act	-1.0	-1.0	-1.0	-0.6	-1.0	-1.1	-1.1	-0.7	-0.8	-1.4
ADAM17 inh	3	-3	-1	0	-2	1	1	2	-4	0
DAX1 inh-1	0.2	1.9	0.1	0.6	-1.6	0.2	3.6	0.3	-1.3	-1.3
hcDAF12 agonist	-1.4	-2.9	-2.0	2.1	0.7	1.7	2.5	-1.2	-1.5	1.6
hgDAF12 agonist	1.5	1.4	0.0	0.7	-1.4	2.1	9.2	-4.7	3.2	0.4
DAX1 inh-2	0.0	0.1	-0.5	-0.2	-0.1	-0.3	1.0	-0.2	-0.6	0.2
SMARCA2 activ	2	-3	-2	-3	-1	-2	8.7*	-1	-3	0
PLC-gamma1 inh	6	-1	4	-3	1	-2	1	-2	4	1

41. COc1cc(C(C)=O)ccc1OCC(O)CN1CCN(c2ccccc2)CC1 (stereo not drawn)
42. Cc1cc(-c2ccc(S(=O)(=O)N3CCN(C)CC3)s2)on1
43. Cn1c(CNc2ccccc2)nc2ccccc21
44. CCOc1ccc(NC(=O)CC2S/C(=N/N=C3CCCCCC3)NC2=O)cc1 (stereo not drawn)
45. CSCCC(C(=O)Nc1c(C)cccc1C)N1CCN(C/C=C/c2ccccc2)CC1 (stereo not drawn)
46. COCCCNC(=S)NCCCNc1nc2cc3c(cc2cc1C#N)OCO3
47. Cc1nc(-c2ccccc2)sc1-c1nc(-c2ccccc2)ncc1S(=O)(=O)c1ccccc1
48. CCCCOc1ccc(NC(=O)C2OC3OC(C)(C)OC3C3OC(C)(C)OC23)cc1 (stereo not drawn)
49. Cc1cc(=O)n(C)c(=O)n1CC(=O)N1CCCCCC1
50. COc1ccc(C(=O)CCN2CCCC(C)C2)cc1 (stereo not drawn)
51. O=C(CCCC(=O)NCc1ccc(F)cc1)NCc1ccc(F)cc1
52. C[C@H](CO)N1C[C@H](C)[C@@H](CN(C)C(=O)Nc2ccccc2)Oc2c(NC(=O)NC3CCCCC3)cccc2C1=O

entry no.	41	42	43	44	45	46	47	48	49	50	51	52
PLCb3 inh	-1	-2	3	-8	1	-136	3	3	2	1	-1	-1
MBD2 DNA inh	-5	1	-6	2	-1	-4	0	-5	2	5	2	4
NR1D1 modulator	-3	6	-4	0	0	·	2	2	-6	1	3	-1
ssDAF-12 act	-1.4	-1.3	1.1*	-1.5	-1.5	-0.1	0.0	-1.7	-1.1	-1.2	-0.8	-1.9
ADAM17 inh	-2	-2	-1	3	0	-274	-5	3	-1	0	1	-5
DAX1 inh-1	0.4	0.5	1.6	0.3	·	0.6	0.0	0.7	0.8	1.9	0.0	-0.4
hcDAF12 agonist	-0.1	-1.4	8.7*	-0.7	1.5	4.9	-1.8	-2.7	-0.4	0.0	-0.4	1.3
hgDAF12 agonist	-1.4	-0.3	10	-1.1	-2.7	0.7	1.9	-1.6	-1.8	1.7	1.2	-1.4
DAX1 inh-2	0.3	-2.4	1.6	-0.4	-1.1	-0.7	-0.2	-0.3	0.3	-0.3	0.3	-0.6
SMARCA2 activ	-3	-1	6	0	-2	4	-1	-3	-5	-4	5	-2
PLC-gamma1 inh	4	4	2	-2	1	-144	2	6	0	0	2	0

Records above that bear a hit mark in DAX1 inh-1.
No. | mol | PLCb3 inh | MBD2 DNA inh | NR1D1 modulator | ssDAF-12 act | ADAM17 inh | DAX1 inh-1 | hcDAF12 agonist | DAX1 inh-2 | SMARCA2 activ | PLC-gamma1 inh
17 | Cc1ccccc1OCC(=O)Nc1ccc2c(c1)OCCO2 | -7 | 2 | 0 | -0.7 | -5 | 8.2* | 0.9 | 2.8 | 2 | 2
